# Bioassay records: PubChem, National Center for Advancing Translational Sciences (NCATS)
# GALK inhibitor: qHTS Assay for Inhibitors of Human Galactokinase (GALK); actives 0.007% (n = 270,000); P51570; Potency, µM (doses to about 57.5 µM), without a hit: top-dose activity change, negative = inhibition, hits mostly inhibitors; Purified GALK, Kinase-Glo residual ATP luminescence; also: potency is read from the fitted curve at half-maximal effect; % is scaled to controls: 0 for no effect and ±100 for the full control effect
# Target sequence (P51570 whole entry, looked up): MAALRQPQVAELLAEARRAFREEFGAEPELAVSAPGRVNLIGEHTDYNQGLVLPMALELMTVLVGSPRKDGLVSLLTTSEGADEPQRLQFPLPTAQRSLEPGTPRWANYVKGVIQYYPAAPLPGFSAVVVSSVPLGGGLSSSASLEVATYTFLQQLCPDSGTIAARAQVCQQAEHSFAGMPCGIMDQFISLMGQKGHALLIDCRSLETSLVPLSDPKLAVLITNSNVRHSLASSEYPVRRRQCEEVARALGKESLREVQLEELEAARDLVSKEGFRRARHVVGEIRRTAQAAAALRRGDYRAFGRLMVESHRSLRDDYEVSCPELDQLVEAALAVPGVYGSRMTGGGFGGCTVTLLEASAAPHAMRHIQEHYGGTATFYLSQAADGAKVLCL
#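 The enzyme phosphorylates galactose (100 uM) using ATP (35 uM); inhibition is detected as higher residual ATP, quantified by bioluminescence after 1 h reaction at room temperature, pH 8.0.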
# KCNH2 WT inh: qHTS for Inhibitors of KCHN2 3.1: Wildtype qHTS | actives 0.37% (n = 340,000) | AID 720551, 2013 | activity change, % at 1.84 µM | U2OS, BacMam KCNH2, thallium flux FluxOr; stronger effect = lower value;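 active = maximum activity change below -70%; inconclusive = maximum activity change between -70% and -50%; inactive = maximum activity change above -50%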; also: % is scaled to controls: 0 for no effect and ±100 for the full control effect
#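 U2OS cells were transduced with wild-type KCNH2 virus (2.03 x 10^8 / mL) for 4 h at room temperature, then cultured overnight at 37 C. Thallium flux was read with FluxOr dye. Rate constants were normalized to DMSO controls.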
# MLL CXXC-DNA inh: qHTS Fluorescence Polarization Assay for Inhibitors of MLL CXXC domain - DNA interaction. Histone-lysine N-methyltransferase 2A (Homo sapiens), Q03164. MLL-CXXC / FITC-HOXA9 DNA fluorescence polarization. Potency, µM (titrated, usually from 115 µM), inactives show at the highest dose activity change, negative = inhibition, usual class: inhibitors. actives 0.037% (n = 290,000); active = well fitted inhibition curve with a large enough effect in the polarisation, with a control signal flat, not every such curve was filed as active; inconclusive = small, poorly fitted or top-dose-only effect, or effect the other way, or a change in a side signal; inactive = no such curve, though single readings can be large or run the other way; the % refers to the polarisation; also: potency is read from the fitted curve at half-maximal effect
#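 Steps: dispense CXXC domain solution (7 uM) → pin compounds or unlabeled HOX-A9 DNA control → 5 min ambient → add FLSN-HOX-A9 solution (50 nM) → spin → 30 min ambient → fluorescence polarization. Tris pH 7.5/NaCl/DTT/BSA buffer.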
# S-ASM inh: Inhibitors of Secretory Acid Sphingomyelinase (S-ASM): qHTS. Potency, µM (series often up to 57.5 µM), for inactives: top-dose activity change, negative = inhibition, most hits filed as inhibitors. placental ASM, HMU-PC fluorogenic substrate, 60 min. Sphingomyelin phosphodiesterase (Homo sapiens), P17405. actives 0.006% (n = 340,000); also: potency is read from the fitted curve at half-maximal effect
# Target sequence (P17405 47-631 limits assumed): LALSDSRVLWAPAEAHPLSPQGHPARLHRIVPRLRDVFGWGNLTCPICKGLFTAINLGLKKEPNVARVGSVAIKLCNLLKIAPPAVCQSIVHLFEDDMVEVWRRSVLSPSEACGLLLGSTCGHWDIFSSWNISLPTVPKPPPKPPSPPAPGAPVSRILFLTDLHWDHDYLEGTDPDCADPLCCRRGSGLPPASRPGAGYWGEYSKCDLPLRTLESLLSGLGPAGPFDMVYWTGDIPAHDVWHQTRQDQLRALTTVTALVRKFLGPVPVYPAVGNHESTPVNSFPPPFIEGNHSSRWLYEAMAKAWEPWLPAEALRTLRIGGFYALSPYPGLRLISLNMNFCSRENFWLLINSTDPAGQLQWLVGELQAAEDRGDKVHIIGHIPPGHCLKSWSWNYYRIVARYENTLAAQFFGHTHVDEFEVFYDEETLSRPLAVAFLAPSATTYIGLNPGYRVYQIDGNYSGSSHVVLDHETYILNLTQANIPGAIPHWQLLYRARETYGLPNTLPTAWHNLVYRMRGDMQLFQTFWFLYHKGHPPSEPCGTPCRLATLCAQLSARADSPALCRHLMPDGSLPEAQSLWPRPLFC
#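 Fluorogenic HMU-PC substrate (9 uM final) is turned over by placental ASM in 60 min at 37 C after a 10 min compound preincubation. Reaction ended by alkaline stop (pH 10), with fluorescence read at 386/447 nm.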
# TRPV1 ag: HTS Assay for Compounds that Act as Agonists of the Vanilloid Receptor 1; Transient receptor potential cation channel subfamily V member 1 (Homo sapiens), Q8NER1; TRPV1-expressing cells, Fluo-8 calcium influx, agonist mode; activation, % at 8.33 µM; actives 0.19% (n = 320,000); in the data active = activation above about 80%; inconclusive = between about 30% and that limit; also: 0% is about no effect
#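 Fluo-8 calcium influx in TRPV1-expressing cells, kinetic read (ex 480/em 520 nm). Compound added and read 3 min for agonist activity, followed by capsaicin at EC20 final and 2 min further read for enhancement.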
# FBPA coupling cs: qHTS Assay for Inhibitors of Fructose-1,6-bisphosphate Aldolase from Giardia Lamblia: Coupling assay counterscreen | coupling enzyme system counterscreen, AmpLite Red fluorescence | activity change, negative = inhibition, % at 58.2 µM, hits read low | actives 0.67% (n = 290,000) | AID 2472, 2010; in the data active = activity change below about -30%; also: % is scaled to controls: 0 for no effect and ±100 for the full control effect
#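 Coupling enzymes only (glyceraldehyde-3-phosphate) + compound, at 57.5 uM final, 10 min RT; add substrate/coupling/AmpLite Red mix, 20 min RT; fluorescence ex 525/em 598 nm. Actives flag coupling-system interference.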
# A-T KAP1 phos: qHTS Assay for Identifying a Potential Treatment of Ataxia-Telangiectasia | […] A-T fibroblasts, KAP-1 phosphorylation AlphaLISA; neocarzinostatin DNA damage 30 min before lysis | Potency, µM (highest dose often 57.5 µM), without a hit: top-dose activation, most hits filed as activators | actives 0.19% (n = 320,000) | AID 485349, 2010; also: potency is read from the fitted curve at half-maximal effect; % of control where 0% means no effect; nearly all actives have a fitted effect of over 45% in size
#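 hTERT-immortalized A-T patient fibroblasts ([…]), 500 cells/well in OPTI-MEM, 1% FBS, got compounds for 60 min, then NCS for 30 min at 37C. Lysates were then assayed for phospho-KAP-1 by AlphaLISA (anti-pKAP1 donor, anti-KAP1 acceptor beads), 6 hr at 25C.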
# MBNL1-CUG inh: qHTS Assay for Inhibitors of MBNL1-poly(CUG) RNA binding; Muscleblind-like protein 1 (Homo sapiens), Q9NR56; TR-FRET MBNL1-His/biotin-(CUG)12 binding, 665/545 ratio; Potency, µM (top dose mostly 57.5 µM), without a hit: top-dose activity change, negative = inhibition, hits mostly inhibitors; actives 0.036% (n = 280,000); AID 2675, 2010; active = well fitted inhibition curve with a large enough effect in the signal ratio, with a control signal flat, not every such curve was filed as active; inconclusive = small, poorly fitted or top-dose-only effect, or effect the other way, or a change in a side signal; inactive = no such curve, though single readings can be large or run the other way; the % refers to the signal ratio; also: potency is read from the fitted curve at half-maximal effect; % is scaled to controls: 0 for no effect and ±100 for the full control effect
#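 TR-FRET readout: Ex 340 nm, 665/545 nm emission ratio, normalized to buffer-only (basal) and MBNL1-(CUG)12 controls. Complex of MBNL1-His with Biotin-(CUG)12, compounds 92 nM–58 uM, incubated 60 min at room temperature.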
# KCNH2 3.1 inh: qHTS for Inhibitors of KCHN2 3.1: Mutant qHTS | Potassium voltage-gated channel subfamily H member 2, brain isoform KCNH2 3.1 (human) | U2OS KCNH2 3.1, thallium flux FluxOr; stronger effect = lower value | activity change, % (tested at about 1.8 µM) | actives 0.95% (n = 340,000);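 active = maximum activity change below -70%; inconclusive = maximum activity change from -70% to -50%; inactive = maximum activity change above -50%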;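 also: thallium influx rate constant from kinetic fluorescence after stimulation buffer; % is scaled to controls: 0 for no effect and ±100 for the full control effect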
#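 We transduce U2OS cells with the mutant 3.1 virus, culture them overnight, load FluxOr with Red40 quencher for 45 min, then add stimulation buffer and read kinetically for 2 min to derive a normalized rate constant.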
# a7 integrin act: qHTS for Activators of Integrin-Mediated Alleviation for Muscular Dystrophy | alpha7betagal myoblasts, beta-gal FDG fluorescence, 48 h | Potency, µM (titrated, usually from 38.3 µM), for inactives: at the highest dose activation, most hits filed as activators | actives 0.064% (n = 350,000);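 also: potency is read from the fitted curve at half-maximal effect; 100% = response of the positive control SU9516; nearly all actives have a fitted effect of over 60% in size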
#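 alpha7betagal+/- myoblasts (passage 13, 250/well) treated 48 h at 37C with compounds at 1:260 dilution of DMSO stock. Lysed, then beta-galactosidase activity read as FDG fluorescence (ex 480/em 540) after 30 min, with pre-read for autofluorescence.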
# * = called active by the depositor; ? = inconclusive; / = not tested or not shown; [ ] = dose if it differs, or a comment. Unless noted, calls follow the shape of the dose curve; as a rule, active = well fitted curve in the direction sought with a large enough effect; inconclusive = small, poorly fitted or top-dose-only effect, or another doubt; inactive = no such curve, though single readings can be large; an effect the other way counts as inactive or inconclusive.
SMILES,GALK inhibitor,KCNH2 WT inh,MLL CXXC-DNA inh,S-ASM inh,TRPV1 ag,FBPA coupling cs,A-T KAP1 phos,MBNL1-CUG inh,KCNH2 3.1 inh,a7 integrin act
CSCCC1NC2(C(=O)Nc3c2ccc(Cl)c3C)[C@@H]2C(=O)N(C3CCCC3)C(=O)[C@H]12 (some centres not stated),0%,-4,2%,?,?,0,-2%,-2%,-7,-7%
O=C(NCc1ccco1)C(Cc1ccccc1)N1C(=O)c2ccccc2C1=O (configuration not stated),-2%,-5,4%,-1%,10,0,2%,6%,9,-7%
COC(=O)c1cc(C(=O)CSc2nc(C)cc(C)n2)ccc1O,0%,1,-7%,-1%,0,11,0%,0%,-10,-8%
Cc1ccc(S(=O)(=O)N2CCN(c3ncnc4scc(-c5ccc(F)cc5)c34)CC2)cc1,/,1,/,-6%,2,/,-4%,/,-21,12%
COc1cc(C2C3=C(CC(C)(C)CC3=O)NC3=C2C(=O)c2ccccc23)ccc1O (configuration not stated),-2%,13,-2%,-9%,2,-1,17%,?,-3,0%
Cn1nc(NC(=O)C(C)(C)C)c2c(F)cccc21,0%,-7,-3%,1%,/,1,-5%,/,-16,-11%
C[C@H](C(=O)CC(=O)OC(C)(C)C)[C@H](O)c1ccc(C(F)(F)F)cc1,/,-15,5%,-3%,25,-1,9%,-4%,-6,-7%
CCn1c(=O)c(=O)[nH]c2c(=O)oc3ccc(S(=O)(=O)Nc4ccccc4)cc3c21,-5%,0,12%,2%,2,14,6%,?,7,8%
CC(C)(C)Nc1nc(Oc2ccc(=O)[nH]n2)nc(N2CCOCC2)n1,0%,4,0%,-4%,1,3,6%,1%,-12,-16%
Cc1cc(=O)oc2cc(OC(C)C(=O)NCc3ccccn3)ccc12 (configuration not stated),-8%,-3,52%[activator],5%,0,/,-12%,-1%,3,-20%
COc1ccc(CCC(=O)Nc2ccc(Cl)c(S(=O)(=O)N3CCCC3)c2)cc1,-2%,0,-1%,-1%,-4,0,-38%,-6%,-14,-40%[inhibitor]
O=C(Nc1sc2c(c1C(=O)O)CCCC2)c1ccc(Cl)cc1,-9%,-10,-8%,1%,28,-36*,-3%,-2%,11,15%
COc1ccccc1N1CC(C(=O)Nc2ccccc2N2CCCC2)CC1=O (configuration not stated),/,-5,/,8%,0,/,12%,/,-13,31%
COc1cc(C(=O)NC(C)c2ccc3ccccc3c2)cc(Cl)c1O (configuration not stated),-1%,-1,1%,-18%,0,1,-1%,4%,15,-27%
O=C(CCc1ccccc1)NNC(=S)NCCc1ccccc1,1%,2,7%,2%,1,/,-1%,-4%,3,-18%
C=CCN1C(=O)c2ccc(C(=O)NCCOc3ccccc3F)cc2C1=O,/,-19,/,-1%,5,/,-1%,/,-17,9%
COCC(C)N=C1SCCN1Cc1ccccc1 (configuration not stated),9%,-1,11%,3%,1,-4,2%,2%,-1,5%
CC(C)(C)CC(=O)Nc1cc(S(=O)(=O)N2CCOCC2)ccc1N1CCCC1,9%,-4,1%,2%,7,0,-15%,0%,2,24%
COC(=O)c1cccnc1NC(=S)NC(C)C,-1%,-24,6%,4%,-6,1,-3%,3%,-6,1%
CCCS(=O)(=O)c1nc(S(=O)(=O)c2ccc(C)cc2)c(NCc2ccccn2)s1,1%,3,-2%,-2%,3,-1,2%,10%,4,5%
CCOC(=O)c1cc2sc(C)cc2n1CC(=O)N1CCOCC1,-4%,2,-13%,1%,-1,1,-6%,11%,-47,2%
Cc1ccc(Cl)cc1NC(=O)COC(=O)C1CC1,-1%,/,-8%,5%,3,2,9%,-3%,1,-31%
Cc1cc(C(=O)COC(=O)c2ccc[nH]c2=O)c(C)n1C,2%,-2,-3%,2%,9,0,-4%,-5%,5,10%
COc1ccc(CCNS(=O)(=O)c2ccc3c(c2)CCN3C(=O)CCC(=O)O)cc1OC,1%,5,3%,6%,/,3,5%,4%,4,13%
COc1ccc(N2CC(C(=O)N/N=C/c3c[nH]c4ccccc34)CC2=O)cc1 (configuration not stated),-1%,7,3%,-1%,-2,2,0%,2%,3,18%
CN(CC(=O)Nc1cccc(F)c1)C(=O)CCSc1ccc(F)cc1,/,15,/,-4%,?,/,-9%,/,-14,1%
CCOc1ccc(CNCCCSc2ncccn2)cc1OC,-1%,4,-5%,0%,-3,0,1%,-2%,-6,?
Cc1ccccc1NC(=S)NNC(=O)c1csc2c1CCC(C)C2 (configuration not stated),-2%,4,?,-3%,18,6,-5%,6%,12,8%
O=C(N/N=C/c1ccc(Cl)cc1Cl)C1CCN(c2ncc(C(F)(F)F)cc2Cl)CC1,0%,/,-2%,/,-2,3,4%,-2%,/,/
Cc1ccc(OCCNC(=O)c2ccc(C)cc2)cc1,0%,-9,6%,-2%,?,1,-13%,-13%,-3,?
S=C(Nc1ccccc1Cl)N(CCCN1CCOCC1)Cc1ccccn1,0%,-1,9%,3%,-7,2,1%,0%,3,-12%
CC(=O)c1ccc(OC(=O)c2ccc(Br)o2)cc1,1%,2,154%[activator],4%,-4,-3,-7%,-11%,6,8%
COc1ccc2c(CC(=O)Nc3ccccc3OC)coc2c1,5%,/,-3%,-1%,-11,-2,3%,-6%,8,16%
Nc1[nH]c(N=NC(=O)c2ccccc2)c2ccccc12,0%,-2,-2%,1%,2,-7,-5%,?,4,-1%
CC(=O)Nc1ccc(S(=O)(=O)NCCC(=O)OCc2ccc([N+](=O)[O-])cc2)cc1,-5%,5,2%,0%,1,/,10%,?,/,-25%
CCOc1ccc(-c2ccc(NS(=O)(=O)c3ccc([N+](=O)[O-])cc3)cc2)nn1,-2%,-3,8%,-4%,1,6,0%,?,-5,-11%
COc1ccc(CNC(=O)C2CCCN2S(=O)(=O)c2ccc(S(=O)(=O)N(C)C)cc2)cc1 (configuration not stated),6%,-3,-3%,-3%,4,1,1%,-8%,-2,-1%
O=C(NNC(=O)c1ccccc1OCc1ccccc1Cl)c1csc(N2CCOCC2)n1,-4%,-18,82%[activator],-5%,?,/,-4%,12%,2,-32%
O=C(Nc1cccc(C(F)(F)F)c1)n1cc(-c2ccccn2)c(N2CCOCC2)n1,2%,-2,1%,0%,-3,-3,11%,-10%,3,-17%

# Structures above containing fluorine:
SMILES,GALK inhibitor,KCNH2 WT inh,MLL CXXC-DNA inh,S-ASM inh,TRPV1 ag,FBPA coupling cs,A-T KAP1 phos,MBNL1-CUG inh,KCNH2 3.1 inh,a7 integrin act
Cc1ccc(S(=O)(=O)N2CCN(c3ncnc4scc(-c5ccc(F)cc5)c34)CC2)cc1,/,1,/,-6%,2,/,-4%,/,-21,12%
Cn1nc(NC(=O)C(C)(C)C)c2c(F)cccc21,0%,-7,-3%,1%,/,1,-5%,/,-16,-11%
C[C@H](C(=O)CC(=O)OC(C)(C)C)[C@H](O)c1ccc(C(F)(F)F)cc1,/,-15,5%,-3%,25,-1,9%,-4%,-6,-7%
C=CCN1C(=O)c2ccc(C(=O)NCCOc3ccccc3F)cc2C1=O,/,-19,/,-1%,5,/,-1%,/,-17,9%
CN(CC(=O)Nc1cccc(F)c1)C(=O)CCSc1ccc(F)cc1,/,15,/,-4%,?,/,-9%,/,-14,1%
O=C(N/N=C/c1ccc(Cl)cc1Cl)C1CCN(c2ncc(C(F)(F)F)cc2Cl)CC1,0%,/,-2%,/,-2,3,4%,-2%,/,/
O=C(Nc1cccc(C(F)(F)F)c1)n1cc(-c2ccccn2)c(N2CCOCC2)n1,2%,-2,1%,0%,-3,-3,11%,-10%,3,-17%

# Outcome played no part in choosing rows (roughly 2% active in at least one column).
